Screening results deposited in PubChem by The Scripps Research Institute Molecular Screening Center.
UHRF1 MBD2 ctr = UHRF1 methyl-DNA binding inhibition. UHRF1 binding to methylated oligo, TR-FRET. inhibition, % at 4.4 µM. 370,000 compounds, 0.75% hits. AID 687016. Q96T88; in the data active = inhibition above about 21%;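 also: UHRF1 SRA domain binding a hemimethylated CpG hairpin DNA probe; 0% = median of test compound wells and 100% = reference inhibitor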
TCR-CD3 inh = human TCR-CD3 binding inhibition; inhibition, % at 9.4 µM; 360,000 compounds, 0.37% hits; TAMRA-labeled TCR probe fluorescence, biochemical; in the data active = inhibition above about 19%;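 also: recombinant mutant TCR 2C K166C tagged with TAMRA read by polarization; 0% = receptor in buffer alone and 100% = receptor with positive control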
DDE Tn7 FP inh = inhibitors of Tn7 peptide binding to human fibrin DD(E). P02675. inhibition, % at 8.3 µM. FP displacement of FITC-Tn7 peptide from fibrin DD(E); 0% = median of compound wells per plate. 370,000 compounds, 0.13% hits;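 active = inhibition above the mean of compounds falling within the control limits plus 3 SD of them, cut at about 14% in these data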;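 also: 0% = plate median of compound wells and 100% = 10 µM Aha-Tn7 peptide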
Target sequence (P02675 whole entry, looked up): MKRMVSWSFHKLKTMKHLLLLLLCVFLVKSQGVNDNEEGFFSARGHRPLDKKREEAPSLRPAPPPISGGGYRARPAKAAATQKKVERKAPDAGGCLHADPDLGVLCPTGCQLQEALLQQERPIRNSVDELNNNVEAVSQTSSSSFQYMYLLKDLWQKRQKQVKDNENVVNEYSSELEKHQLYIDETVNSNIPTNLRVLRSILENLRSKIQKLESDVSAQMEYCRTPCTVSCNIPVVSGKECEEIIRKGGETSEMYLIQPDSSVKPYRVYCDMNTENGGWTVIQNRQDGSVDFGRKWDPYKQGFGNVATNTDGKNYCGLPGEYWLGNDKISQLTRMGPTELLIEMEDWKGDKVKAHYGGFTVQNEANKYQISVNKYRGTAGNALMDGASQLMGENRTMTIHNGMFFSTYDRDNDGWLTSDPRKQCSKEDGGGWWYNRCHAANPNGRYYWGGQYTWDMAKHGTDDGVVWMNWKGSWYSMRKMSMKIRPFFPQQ
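Test system – human fibrin DD(E) · Times – 10 min preincubation, 3 h with tracer, room temperature · Detection – fluorescence polarization of the labelled Tn7 tracer · Measure – percent inhibition normalized to high-control wells · Benchmarks – high control wells with 10 µM unlabelled Aha-Tn7 peptide (full inhibition) · Repeats – singlicate testing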
LEDGF integ inh = blocks HIV-1 LEDGF/p75-dependent DNA integration. TR-FRET IN-LEDGF/p75 DNA integration, Eu/Cy5. 370,000 compounds, 0.64% hits. inhibition, % at 3.7 µM;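 active = inhibition above the screen-wide mean plus 3 SD, cut at about 13% in these data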;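 also: signal is the Cy5 over europium emission ratio at 671 and 618 nm; 0% = plate median of compound wells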
SIAE primary = human SIAE inhibition, primary screen. inhibition, % at 9.66 µM. SIAE FP-Rh probe binding, fluorescence polarization. Q9HAT2. 370,000 compounds, 0.69% hits;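 active = inhibition above a cutoff: mean of compounds within the control limits plus 3 SD of those, cut at about 17% in these data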;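 also: 0% = plate median of compound wells and 100% = probe without SIAE protein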
Target sequence (Q9HAT2 whole entry, looked up): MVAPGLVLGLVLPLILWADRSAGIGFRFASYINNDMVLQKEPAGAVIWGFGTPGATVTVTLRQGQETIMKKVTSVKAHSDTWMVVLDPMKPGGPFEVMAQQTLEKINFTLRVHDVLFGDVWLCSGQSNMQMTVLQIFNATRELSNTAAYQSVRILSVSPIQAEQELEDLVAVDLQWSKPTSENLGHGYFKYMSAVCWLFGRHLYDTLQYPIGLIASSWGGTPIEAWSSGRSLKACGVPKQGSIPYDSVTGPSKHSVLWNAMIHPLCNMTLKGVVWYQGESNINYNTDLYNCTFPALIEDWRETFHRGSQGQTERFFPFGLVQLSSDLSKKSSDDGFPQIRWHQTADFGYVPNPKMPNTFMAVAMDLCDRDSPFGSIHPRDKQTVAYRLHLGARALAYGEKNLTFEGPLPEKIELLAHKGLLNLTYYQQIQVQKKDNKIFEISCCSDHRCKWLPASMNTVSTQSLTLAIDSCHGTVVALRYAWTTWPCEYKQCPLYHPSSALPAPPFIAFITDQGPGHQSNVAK
PRMT1 inh = inhibitors of human PRMT1. 370,000 compounds, 1.3% hits. recombinant PRMT1, activity-based probe fluorescence polarization. inhibition, % at 2.79 µM. Q99873;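 active = inhibition above about 21% made by adding two undisclosed values, limit read from the data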
MBD2 inh = blocks human MBD2 binding to methylated DNA | Q9UBB5 | inhibition, % at 4.4 µM | TR-FRET, MBD2 binding to methylated oligonucleotide | 370,000 compounds, 0.31% hits | AID 686964; in the data active = inhibition above about 13%
TDP2 absorb = TDP2 (human) inhibition, absorbance primary screen | recombinant TDP2, T5PNP hydrolysis, p-nitrophenol absorbance 415 nm | O95551 | inhibition, % at 12.8 µM | 370,000 compounds, 0.34% hits;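 active = inhibition above the mean of all tested compounds plus 3 SD, set per campaign, cut at about 25% in these data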;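 also: 0% = DMSO with enzyme and 100% = buffer with substrate but no TDP2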
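test system = human TDP2 enzyme | input = TDP2 enzyme at 120 nM final | medium = 50 mM Tris-HCl pH 7.5 with Mg2+, KCl, DTT, BSA | also added = T5PNP substrate, 5 mM | times = 2 h at 37 °C | technique = epi absorbance | benchmarks = high control without enzyme, low control DMSO plus TDP2 | replication = each compound tested once, singlicate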
Tn6 DDE FP = inhibitors of Tn6 peptide binding to human fibrin DD(E); 370,000 compounds, 0.21% hits; inhibition, % at 8.3 µM; P02675; Fibrin DD(E) TRITC-Tn6 fluorescence polarization displacement; AID 720509;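 active = inhibition above a per-campaign cutoff: mean of compounds within control limits plus 3 SD, cut at about 15% in these data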;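 also: 0% = median of all compound wells on the plate and 100% = blocking peptide control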
proKLK7 act = activates the human kallikrein-7 zymogen; activation, % at 7 µM; 370,000 compounds, 0.9% hits; P49862; AID 652039; purified proKLK7, EDANS-DABCYL substrate fluorescence; 100% is mature enzyme control, 0% vehicle;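 active = activation above the mean of all tested compounds plus 3 SD, computed per campaign excluding outliers beyond control limits, cut at about 13% in these data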
* marks the source's active call; other numbers are inactive results; / = not tested or not shown.

compound | TCR-CD3 inh | TDP2 absorb | proKLK7 act | Tn6 DDE FP | MBD2 inh | LEDGF integ inh | PRMT1 inh | UHRF1 MBD2 ctr | SIAE primary | DDE Tn7 FP inh
C=C1C2C[C@H](O)C(C)(C)[C@@]2(O)[C@H](O)C[C@]23C[C@@](C)(O)[C@H](CC[C@H]12)[C@H]3O (stereo partly drawn) | -2 | 11 | 0.0 | -6 | -2 | 0 | -1 | 0 | 13 | 7
Oc1ccccc1/C=N/n1c(-c2ccccc2)n[nH]c1=S | 0 | -21 | 0.6 | 9 | 0 | -5 | 5 | -2 | 2 | 5
O=C(Nc1ccccc1)C1=C[C@@H](C2CCCCC2)C[C@@H](OCc2ccc(CO)cc2)O1 | -3 | -4 | 0.0 | 0 | 5 | 2 | 1 | 3 | -1 | 4
CN(Cc1ccccc1)C(=O)Cn1nc(C(F)(F)F)c2c1CCC2 | 1 | -1 | -0.3 | 10 | 0 | 2 | -3 | -4 | 3 | -6
Cc1ccccc1-n1c(SCC(N)=O)nc2sc(-c3ccccc3)cc2c1=O | 3 | -7 | -0.3 | -6 | -2 | -2 | -4 | 1 | 0 | -8
Cc1cc(NC(=O)c2ccccc2)nc(C)n1 | 6 | 12 | 0.5 | -8 | 1 | -1 | -4 | -2 | 6 | 0
CCN1CCN(c2ccc(NC(=O)c3cccc(N4CCCC4=O)c3)cc2)CC1 | 2 | -6 | 0.4 | 9 | -1 | -3 | 0 | 2 | 7 | 3
O=C(Nc1ccc(Cl)c(Cl)c1)c1cccc2c1-c1ccccc1C2=O | / | 3 | 0.1 | 1 | 2 | 4 | 1 | 2 | -2 | -9
CCc1nc2ccc(C(=O)N3CCN(C(=O)c4ccco4)CC3)cn2c1N(C)Cc1cccs1 | 1 | -7 | -0.5 | 4 | 0 | 0 | -4 | 1 | -4 | 2
COc1cc(C(=O)NCC(c2ccco2)N2CCCC2)ccc1OCc1c(C)noc1C (stereo not drawn) | 7 | -7 | 0.4 | 7 | 4 | 2 | -2 | -2 | -3 | 7
O=C(/C=C/c1cccc([N+](=O)[O-])c1)N1CCN(c2ccccc2F)CC1 | -3 | 10 | 0.2 | 1 | 0 | -2 | 0 | 0 | 2 | 2
CCC(C(=O)OCC(=O)N1CCN(S(=O)(=O)c2ccc(C)cc2C)CC1)c1ccccc1 (stereo not drawn) | 8 | 5 | 0.4 | -3 | -4 | 4 | -3 | -1 | -2 | -2
Cc1ccc(-c2ccc(=O)n(CC(=O)NCCC(C)C)n2)cc1 | 4 | -2 | -0.2 | 4 | -4 | -2 | 0 | -3 | -9 | 3
Cc1nn(CC(=O)NCCN2CCOCC2)c(C)c1[N+](=O)[O-] | 5 | -8 | 0.5 | 8 | 0 | 0 | -2 | 0 | -3 | 0
COc1cc(/C=C/C(=O)OCC(=O)N2CCCCCC2)cc(OC)c1OC | -7 | -4 | 1.6 | 0 | 6 | 5 | 5 | 6 | -3 | 7
Cn1cccc1/C=N\NC(=O)C1COc2ccc(C(C)(C)C)cc2O1 (stereo not drawn) | 6 | -7 | 0.1 | 2 | -7 | -2 | -1 | -6 | 1 | 9
CCCNC(=O)C12CCC(C)(c3nc4cc(C)c(C)cc4nc31)C2(C)C (stereo not drawn) | 3 | -26 | 0.9 | -4 | 0 | 5 | -6 | -1 | -4 | -7
COc1ccc(/C=N/NC(=O)c2ccccc2Cl)cc1CSc1nc2ccccc2s1 | 2 | -4 | -3.0 | -2 | 7 | -5 | 3 | 3 | -41 | 1
O=c1cc(CSc2n[nH]c(=O)n2C2CC2)c2ccc(O)cc2o1 | 4 | -6 | -0.8 | 3 | -5 | 0 | -3 | 1 | 3 | -3
CC(OC(=O)c1cc2ccccc2cc1O)C(=O)Nc1ccc(S(N)(=O)=O)cc1 (stereo not drawn) | -5 | -21 | 8.9 | -12 | 6 | -5 | 13 | 3 | -11 | -2
CCC(C)(NC(=O)Cc1c[nH]c2ccccc12)C(=O)NC1CCCCC1 (stereo not drawn) | 3 | -2 | 0.5 | 3 | 5 | 1 | -2 | -2 | -1 | -5
Cn1c(=O)n(C)c2cc(NS(=O)(=O)c3ccc4c(c3)CCCC4)ccc21 | -7 | -8 | 0.0 | -7 | 9 | -3 | 5 | 8 | 0 | 2
Cc1ccccc1CN1CCN(C(C)C(=O)NCc2ccccc2)CC1 (stereo not drawn) | 1 | 12 | 0.1 | 8 | -5 | -1 | -4 | 1 | -1 | 8
CC(=O)c1ccc(Nc2nc(NCCO)nc(OC(C(F)(F)F)C(F)(F)F)n2)cc1 | -2 | -1 | -0.2 | 1 | 1 | 4 | 0 | 0 | -8 | -1
Cc1ccc(S(=O)(=O)CCC(=O)Nc2cccc(Cl)c2)cc1 | 3 | 8 | -0.6 | -6 | 4 | 0 | -2 | -3 | 0 | 8
Cc1ccc(NC(=O)CCC2CC(C)(C)OC2=O)cc1 (stereo not drawn) | 7 | -4 | -0.1 | -2 | -1 | -2 | -3 | 2 | 2 | -3
COC(=O)CCCCC(=O)C1C(=O)CC(C)(C)C(C(=O)OC)C1=O (stereo not drawn) | 1 | -4 | 0.1 | 1 | -2 | 0 | 3 | -1 | -2 | 11
COc1ccccc1C1C(C(=O)c2ccc(C)o2)=C(O)C(=O)N1c1cc(C)on1 (stereo not drawn) | -2 | 15 | 0.8 | -4 | 0 | 1 | 0 | -5 | 5 | 3
O=C(OCCN1CCOCC1)c1ccccc1 | 3 | -17 | 0.1 | 6 | -5 | 4 | -5 | 2 | -2 | 0
O=C(Nc1ccc(S(=O)(=O)N2CCCC2)cc1)c1ccc(Br)o1 | 10 | 0 | 0.4 | 5 | 1 | 3 | -1 | -1 | 5 | 4

Results in proKLK7 act (three entries from above):
Structure | proKLK7 act
COc1ccccc1C1C(C(=O)c2ccc(C)o2)=C(O)C(=O)N1c1cc(C)on1 (stereo not drawn) | 0.8
Cn1c(=O)n(C)c2cc(NS(=O)(=O)c3ccc4c(c3)CCCC4)ccc21 | 0.0
CC(=O)c1ccc(Nc2nc(NCCO)nc(OC(C(F)(F)F)C(F)(F)F)n2)cc1 | -0.2

(further entries)
compound | TCR-CD3 inh | TDP2 absorb | proKLK7 act | Tn6 DDE FP | MBD2 inh | LEDGF integ inh | PRMT1 inh | UHRF1 MBD2 ctr | SIAE primary | DDE Tn7 FP inh
Cc1cccc2nc(-c3ccco3)c(Nc3ccccc3)n12 | 4 | -4 | 4.2 | -6 | -1 | -1 | 0 | -1 | 6 | -6
CCCn1cnc2c(SCc3ccccc3)nc(N)nc21 | 3 | 6 | 1.1 | 1 | -1 | 1 | 0 | 9 | -2 | 3
CC(C)(C)C(=O)C(Cc1ccccc1)n1cncn1 (stereo not drawn) | 4 | 8 | 0.3 | -4 | -3 | -4 | -2 | 0 | 4 | -10
CN(NC(N)=O)c1ncc(C(F)(F)F)cc1Cl | 0 | 1 | 0.3 | -2 | 0 | -3 | 1 | -2 | 5 | 6
O=S(=O)(NN1CCOCC1)c1ccc(Cl)s1 | 0 | 4 | 0.5 | -2 | -3 | 0 | -1 | 2 | -1 | -1
Cc1ccc(C(=O)Nc2ncc(Cc3ccccc3)s2)o1 | 0 | -20 | 0.4 | -5 | 6 | -2 | 9 | 4 | -3 | -2
COc1ccc(OC)c(S(=O)(=O)N2CCC(C(=O)NCC3COCCO3)CC2)c1 (stereo not drawn) | / | 9 | 0.2 | 8 | 1 | 0 | -1 | 0 | 4 | -3
O=C(Cc1ccccc1[N+](=O)[O-])N1CCN(c2ccccc2F)CC1 | -7 | -13 | 0.2 | 1 | -6 | -4 | -1 | 4 | -4 | 0
CCOC(=O)N1CCN(C(=O)C[C@H]2C[C@@]3(C(=O)OC)C(=C[C@H](COCc4ccccc4)O[C@@H]3C)N(Cc3ccco3)C2=O)CC1 | / | -7 | -0.1 | 3 | -3 | 8 | -8 | 1 | 0 | -1
COc1ccc(S(=O)(=O)Nc2nccs2)cc1OC | -4 | 2 | 0.3 | 4 | -1 | 1 | -1 | 0 | -2 | 0
Cc1nn(CCC#N)c2nc(C(F)(F)F)[nH]c(=O)c12 | 0 | 1 | -0.2 | 7 | -4 | -2 | 2 | 1 | 4 | 7
Cc1cc(C)c2oc(C(=O)N3CCN(Cc4ccccc4)CC3)cc(=O)c2c1 | -1 | 16 | 0.5 | -5 | 3 | -1 | -1 | 1 | -1 | 3
COc1ccc(CNC(=O)N2CCc3ccccc3C2)cc1 | -3 | 24 | -0.3 | 0 | 1 | 2 | 6 | -2 | -10 | -1
COc1cc(NS(=O)(=O)c2cc(C(=O)N3CCN(C(C)=O)CC3)ccc2OC)cc(OC)c1 | -1 | 6 | -0.6 | 8 | 3 | -4 | -2 | -2 | 0 | 9
COC(=O)c1cccc(NC(=O)Cc2nc(-c3ccccc3)sc2-c2ccc(C)cc2)c1 | 11 | -4 | -0.1 | 0 | 0 | -6 | -1 | 0 | -28 | 2

Individual results from the results shown:
Cc1ccc(C(=O)Nc2ncc(Cc3ccccc3)s2)o1 – UHRF1 MBD2 ctr: 4
COc1cc(/C=C/C(=O)OCC(=O)N2CCCCCC2)cc(OC)c1OC – Tn6 DDE FP: 0

Additional structures.
compound | TCR-CD3 inh | TDP2 absorb | proKLK7 act | Tn6 DDE FP | MBD2 inh | LEDGF integ inh | PRMT1 inh | UHRF1 MBD2 ctr | SIAE primary | DDE Tn7 FP inh
CCOC(=O)Cc1csc(NC(=O)CSc2nnc(-c3ccc(F)cc3)o2)n1 | -1 | -12 | 0.2 | -2 | -1 | 3 | 1 | 3 | 2 | 0
C[C@H](CO)N1C[C@H](C)[C@@H](CN(C)S(=O)(=O)c2ccccc2)Oc2ccc(NC(=O)C3CCCCC3)cc2C1=O | 8 | -11 | 0.9 | 2 | 1 | 1 | -2 | 4 | 0 | -11
O=C(CN1CCCCC1)Nc1ccc(N2CCCCCC2)cc1 | -6 | 6 | 0.6 | -4 | 0 | -5 | 2 | 0 | 5 | -2
COCCCNC(=O)c1c(N)n(/N=C/c2cccnc2)c2nc3ccccc3nc12 | -6 | -14 | -1.3 | -10 | 4 | -3 | 2 | 0 | -6 | -7
O=C(COC(=O)C1CCN(c2ccc(C(F)(F)F)cn2)CC1)c1ccc(F)cc1 | 10 | 10 | 0.9 | -3 | -5 | -1 | 0 | -2 | -2 | 1
O=C(Nc1ccc(NC(=O)C2CC2)nc1)c1ccccn1 | -3 | 6 | 0.2 | 3 | 3 | -1 | 1 | 0 | -3 | -5
Cc1cc(OC(F)F)ccc1NC(=S)NCCc1ccccc1 | 2 | -14 | 0.1 | -9 | -4 | 2 | -7 | 0 | 3 | -1
CCCCNC(=O)C(NC(=O)c1cccnc1OC)C(=O)c1ccccc1 (stereo not drawn) | -3 | 4 | 0.2 | 5 | 1 | -4 | 4 | 1 | 2 | 2
COc1cccc(C(=O)Nc2nnc(-c3ccccc3)s2)c1OC | 1 | -2 | -0.4 | 8 | -4 | 0 | -4 | -2 | -6 | 6
